Screening results from PubChem BioAssay.
RT RNaseH block – HIV-1 RT RNase H inhibitors, primary screen, biochemical, fluorescence. Gag-Pol polyprotein (Human immunodeficiency virus type 1 group M subtype B (isolate …. AID 565, 2006. 1.9% of 65,000 active. inhibition, % at 10 µM. RT-RNase H RNA/DNA duplex cleavage; in the data active means inhibition above about 50%
RmlCD inh mix – RmlC and RmlD coupled enzyme inhibitors, primary screen, biochemical, 384-well, compound mixtures, retest. RmlC/RmlD coupled enzyme inhibition, 384-well mixture HTS. inhibition, % at 5.5 µM. 0.39% of 110,000 active. AID 1532, 2009; in the data active means inhibition above about 30%, passing the limit was not always enough; further: strong numbers were not always called active
* = called active by the depositor; nt = not tested or not shown.

The first 20 entries, to show the layout:
SMILES	RT RNaseH block	RmlCD inh mix
COc1cccc(C2CC(c3ccccc3Cl)n3ncnc3N2)c1 (stereo unspecified)	-25	-7
COc1cccc(-c2noc(CCC(=O)Nc3cccnc3)n2)c1	-11	-5
COC(=O)NC(=S)Nc1ccc(Oc2ccc(Cl)cc2)c(Cl)c1	nt	-11
COc1ccc(N2CCN(C(=O)c3ccc(-n4nc(C)cc4C)cc3)CC2)cc1	10	15
COc1cc(C)c(Cl)c(C)c1S(=O)(=O)NCc1ccc2c(c1)OCO2	-4	-18
Cc1cc(C)n(CCOc2ccc(Cl)cc2Cl)n1	-17	-19
CCOC(=O)/C=C1\NC(=O)C(C)S1 (stereo unspecified)	nt	-68
COc1ccc(OC)c(S(=O)(=O)N2C(C)CCCC2C)c1 (stereo unspecified)	-8	-11
CCCCCn1nc(C)c2c(C)cc(=O)[nH]c21	nt	-10
O=[N+]([O-])c1cccc(-c2nnn(C34CC5CC(CC(C5)C3)C4)n2)c1	nt	-6
CCc1cccc(NC(=O)C2CCCC2)c1	-2	-6
CN1CCc2c(sc(NC(=O)c3ccc(S(=O)(=O)N4CCOCC4)cc3)c2C(N)=O)C1	-1	-6
CC(C)Cc1cc(C(=O)N2CCN(c3ccc(F)cc3)CC2)no1	-18	-13
O=C(O)CSc1nnc(CNc2ccccc2Cl)n1-c1ccccc1	-8	12
CCOC(=O)Cn1cnc2c(nnn2-c2ccc(OC)cc2)c1=O	-7	-4
O=C1OCCC1Sc1nc2ccccc2n1-c1ccccc1 (stereo unspecified)	-32	-7
Cc1nnsc1SCCNC(=O)c1c(F)cccc1F	nt	-15
CCN(CC(=O)Nc1ccccc1OC)C(=O)C1CC2C=CC1C2 (stereo unspecified)	2	3
O=C(CN1CCN(Cc2ccc3c(c2)OCO3)CC1)N1CCc2[nH]c3ccc(F)cc3c2C1	-15	6
O=C(COC(=O)c1cccnc1)Nc1ccccc1	nt	6

The listing, from the first entry:
SMILES	RT RNaseH block	RmlCD inh mix
COc1cccc(C2CC(c3ccccc3Cl)n3ncnc3N2)c1 (stereo unspecified)	-25	-7
COc1cccc(-c2noc(CCC(=O)Nc3cccnc3)n2)c1	-11	-5
COC(=O)NC(=S)Nc1ccc(Oc2ccc(Cl)cc2)c(Cl)c1	nt	-11
COc1ccc(N2CCN(C(=O)c3ccc(-n4nc(C)cc4C)cc3)CC2)cc1	10	15
COc1cc(C)c(Cl)c(C)c1S(=O)(=O)NCc1ccc2c(c1)OCO2	-4	-18
Cc1cc(C)n(CCOc2ccc(Cl)cc2Cl)n1	-17	-19
CCOC(=O)/C=C1\NC(=O)C(C)S1 (stereo unspecified)	nt	-68
COc1ccc(OC)c(S(=O)(=O)N2C(C)CCCC2C)c1 (stereo unspecified)	-8	-11
CCCCCn1nc(C)c2c(C)cc(=O)[nH]c21	nt	-10
O=[N+]([O-])c1cccc(-c2nnn(C34CC5CC(CC(C5)C3)C4)n2)c1	nt	-6
CCc1cccc(NC(=O)C2CCCC2)c1	-2	-6
CN1CCc2c(sc(NC(=O)c3ccc(S(=O)(=O)N4CCOCC4)cc3)c2C(N)=O)C1	-1	-6
CC(C)Cc1cc(C(=O)N2CCN(c3ccc(F)cc3)CC2)no1	-18	-13
O=C(O)CSc1nnc(CNc2ccccc2Cl)n1-c1ccccc1	-8	12
CCOC(=O)Cn1cnc2c(nnn2-c2ccc(OC)cc2)c1=O	-7	-4
O=C1OCCC1Sc1nc2ccccc2n1-c1ccccc1 (stereo unspecified)	-32	-7
Cc1nnsc1SCCNC(=O)c1c(F)cccc1F	nt	-15
CCN(CC(=O)Nc1ccccc1OC)C(=O)C1CC2C=CC1C2 (stereo unspecified)	2	3
O=C(CN1CCN(Cc2ccc3c(c2)OCO3)CC1)N1CCc2[nH]c3ccc(F)cc3c2C1	-15	6
O=C(COC(=O)c1cccnc1)Nc1ccccc1	nt	6
COc1ccc(-c2nn(-c3ccccc3)cc2CO)cc1OC	-9	-8
Fc1ccc(-c2[nH]ncc2-c2nnnn2-c2ccccc2)c(F)c1	nt	-33
CC(C)(C)OC(=O)N1CCCC1C(=O)N1CCc2ccccc21 (stereo unspecified)	-11	-7
O=C(Nc1nc(N2C(=O)c3ccccc3C2=O)n(-c2ccccc2)n1)c1ccc(Cl)cc1	nt	-17
O=C1[C@H]2[C@H](C=CC[C@H]2C(=O)N2CCOCC2)CCN1Cc1ccc(Cl)c(Cl)c1	nt	-8
(continued)
SMILES	RT RNaseH block	RmlCD inh mix
Cc1ccc(Nc2nc(N3CCOCC3)nc(N3CCOCC3)n2)cc1	-5	-14
Cc1ccc(C2N(c3cccc(Cl)c3)C(=O)C3CCCN32)o1 (stereo unspecified)	-19	11
Cc1ccc(NC(=S)NCCN2CCOCC2)cc1	nt	-14
Cc1ccc(NC(=O)CCc2c(C)nc3ncnn3c2C)cc1	-16	-8
O=C(C1CCN(Cc2cc(Cl)ccc2O)CC1)N1CCN(Cc2ccccc2)CC1	-5	nt
Cc1ccc2oc(=O)cc(CN3CCC(C)CC3)c2c1	-5	-16
CCc1cc2c(=O)[nH]cnc2s1	-12	-9
CCCn1c(=NC(=O)c2ccco2)c(C(=O)OCC)cc2c(=O)n3ccccc3nc21	-8	25
Cc1cc(C)n(CC(=O)N/N=C/c2ccco2)n1	nt	12
O=S(=O)(Cc1cc(Oc2ccccc2)nc(-c2ccccc2)n1)c1ccccc1	nt	0
CCCCNC(=O)C1C2C=CC3(CN(Cc4ccccc4Cl)C(=O)C13)O2 (stereo unspecified)	-1	8
CCCCc1oc2ccccc2c1C(=O)c1cc(I)c(OCCN(CC)CC)c(I)c1	8	4
COc1cccc(-c2csc(NC(=O)C3CC3)n2)c1	-5	6
O=c1cc(-c2ccccc2Cl)c2c([nH]1)CCC2	13	4
CC1(C)S[C@@H]2[C@H](NC(=O)Cc3ccccc3)C(=O)N2[C@H]1C(=O)O	-1	1
COc1ccc(CNC(=O)C2C3C=CC4(CN(Cc5cccnc5)C(=O)C24)O3)cc1 (stereo unspecified)	-17	11
Cc1c(N=Cc2nc3ccccc3n2C)c(=O)n(-c2ccccc2)n1C	-7	13
Cc1ccc(-c2nnc(SCC(=O)N3CCN(c4ccccc4)CC3)o2)cc1	6	-241
CCOC(=O)CN1C(=O)C(=O)c2cccc(C)c21	-12	10
COc1ccccc1-n1c(SCC(=O)N2CCCCC2)nc2cccnc21	9	-76
Cc1c(N=C2NC(=O)C(CC(=O)Nc3ccc(Cl)cc3)S2)c(=O)n(-c2ccccc2)n1C (stereo unspecified)	-15	-18
COc1cccc(C2CC(C(F)(F)F)n3ncc(C(=O)NCC4CCCO4)c3N2)c1 (stereo unspecified)	39	-12
O=C(CC(Nc1ccccc1)C(=O)O)c1ccccc1 (stereo unspecified)	-1	12
Cn1c(N)c(C(=O)c2ccccc2)c(=O)n(C)c1=O	nt	5
Cc1ccc(OCc2ccc(C(=O)Nc3nccs3)o2)cc1	4	-7
The list goes on.
SMILES	RT RNaseH block	RmlCD inh mix
Cn1nnnc1SCC(=O)NC1CCCCC1	-5	-16
CCOC(=O)c1ccc(NC(=O)CSc2nc3c(c(=O)n2-c2ccccc2OC)SCC3)cc1	0	-2
COc1cccc(C2C(C(=O)Nc3ccc(C)cc3C)=C(C)Nc3ncnn32)c1OC (stereo unspecified)	-6	10
Cc1ccc(N2CC(C(=O)OCc3ccc([N+](=O)[O-])cc3)CC2=O)cc1 (stereo unspecified)	nt	0
COc1ccc(S(=O)(=O)N2CC3CCCN3c3cc(C(F)(F)F)ccc32)cc1 (stereo unspecified)	nt	-4
CC(C)Cc1ccc(S(=O)(=O)N2CCCC2)cc1	nt	7
CC(C)C(OC(=O)c1cccs1)C(=O)NCc1cccs1 (stereo unspecified)	-3	-6
NNC(=O)c1cc2c(s1)CCCCCC2	nt	-7
CSc1nncn1/N=C/c1ccccc1F	nt	3
COc1ccc(C(C(=O)NC(C)(C)C)N(CC2CCCO2)C(=O)CCC(=O)Nc2cc(C)on2)cc1 (stereo unspecified)	nt	-12
COC(=O)c1ccccc1NC(=O)c1ccc(Cn2cc(Cl)cn2)o1	nt	-8
CCOC(=O)N1CCC2(CC1)CC(=O)c1cc(O)ccc1O2	-12	-10
Cc1ccc2nc(NC(=O)c3cccc(-c4cc5ccccc5oc4=O)c3)sc2c1	nt	41*
CCCN1C(=O)C(NC(=O)c2ccncc2)(C(F)(F)F)C2=C1CC(C)(C)CC2=O (stereo unspecified)	-2	10
O=C(Nc1ccccc1-c1ccccc1)c1ccc(Br)o1	nt	-5
C[C@@H]1NC(=O)c2cc([N+](=O)[O-])cc(I)c2OCC[C@@H](C(N)=O)NC(=O)[C@H](CCCCN)NC1=O	nt	15
O=C(OCC(=O)N1CCN(C(=O)c2ccco2)CC1)c1ccccc1O	nt	4
CCc1ccc(NC(=O)CSc2nnc(-c3cnccn3)n2Cc2ccco2)cc1	-8	43
CCS(=O)(=O)N1Cc2ccccc2CC1C(=O)Nc1ccc(NC(C)=O)cc1 (stereo unspecified)	nt	-3
Cc1ccc(-c2nn3c(-c4ccco4)nnc3c3ccccc23)cc1S(=O)(=O)N1CCOCC1	-13	nt
Cn1cnc2c1c(=O)n(Cc1ccc(F)cc1Cl)c(=O)n2C	-4	6
NC(=O)[C@H]1CC2(CC(c3cccc(NC(=O)CC(c4ccccc4)c4ccccc4)c3)=NO2)CN1C(=O)CC(c1ccccc1)c1ccccc1 (stereo partly specified)	nt	7
CCSc1nnc(NC(=O)c2ccc3ccccc3n2)s1	nt	-3
COc1ccc(NC(=O)c2cc(-c3ccccc3OC)on2)cc1	-9	4
COc1cc(NC(=O)c2cccs2)ccc1NC(=O)c1ccco1	3	-11
Going on with the list:
SMILES	RT RNaseH block	RmlCD inh mix
Cc1nn(C(C)(C)C)c(OC(=O)c2ccco2)c1Sc1ccccc1	nt	-12
CN(C)C(=O)NCc1ccc(S(N)(=O)=O)cc1	-6	0
O=C(Nc1cccc(-c2cnc3ccccc3n2)c1)c1cccc(NC(=O)c2ccco2)c1	nt	-5
O=C(Cn1c(NCCO)nc2ccccc21)c1ccccc1	-5	nt
COC(=O)CC1=C(C(=O)OC)C(c2ccc3c(c2Cl)OCO3)C(C#N)=C(N)O1 (stereo unspecified)	11	14
c1cn(CCCNc2ncnc3nc[nH]c23)cn1	-14	5
CSc1ccccc1NC(=O)c1ccncc1	0	-11
COCCNC(=O)C(C#N)c1nc2ccccc2nc1N1CCCCCC1 (stereo unspecified)	3	nt
O=C(c1scc2c1CCCC2)N1CCCCC1	-15	10
CCOC(=O)C1CCCN(CCC(=O)Nc2ccccc2)C1 (stereo unspecified)	nt	10
COc1cccc(Oc2c(C)oc3cc(OC(=O)N(C)C)ccc3c2=O)c1	-8	4
c1ccc(-n2nnnc2-c2cnc(-c3ccncc3)nc2-c2cccs2)cc1	nt	-12
Cc1ccc(-c2cnc(-c3ccncc3)o2)cc1	-77	25
O=C(NCC1CCCO1)c1cccc(Br)c1 (stereo unspecified)	-12	8
O=C(Cc1ccccc1)NCC1CCCO1 (stereo unspecified)	nt	-9
Nn1c(SCC(=O)N2CCCCC2)nnc1-c1ccncc1	-5	-9
CCc1ccc(C=NC23CN4CN(CN(C4)C2)C3)s1	-2	-6
COc1cccc([C@@H]2Oc3ccc(OC)cc3C(=O)[C@H]2O)c1	nt	4
O=C(O)COc1c(-c2ccccc2)oc2ccccc2c1=O	nt	11
Cc1ccc(NCc2nnc(SCC(=O)Nc3cc(C)on3)n2C)cc1	nt	-5
C#Cc1ccc([C@H]2C=C(C(=O)OCC=C)O[C@@H](OCCCCO)C2)cc1	nt	-97
CSc1nc(Oc2ccc3ccccc3c2)c2ccccc2n1	nt	7
O=c1cc(CN2CCN(c3ccccc3F)CC2)c2cc3c(cc2o1)CCCC3	nt	-9
CC1CCc2cc(F)ccc2N1C(=O)C1(C)CC1(Cl)Cl (stereo unspecified)	nt	9
COc1ccc(C(=O)Nc2cc(C(=O)c3ccccc3)c(C)oc2=O)cc1	nt	-8
Additional entries follow.
SMILES	RT RNaseH block	RmlCD inh mix
O=[N+]([O-])c1cc(-c2csc(NC(CO)c3nc4ccccc4n3CCOCCO)n2)ccc1Cl (stereo unspecified)	nt	4
COc1ccc(CNc2nc3c(c(=O)n(Cc4ccc(F)cc4)c(=O)n3C)n2C)cc1	-1	7
COC(=O)c1ccccc1NC(=O)N1CCN(S(=O)(=O)c2ccc(Cl)cc2)CC1	6	12
O=C(Nc1ccccc1)c1ccccc1NC(=O)C(F)(F)F	nt	9
COc1ccc(-c2ccc(SCC(=O)N3CCOCC3)nn2)cc1	-2	3
Cc1cc(C)n(-c2cc(N3CCN(C(=O)c4ccc(C(C)(C)C)cc4)CC3)ccc2[N+](=O)[O-])n1	nt	4
Cc1ccsc1/C=C1/SC(=O)N(CC(=O)N2CCOCC2)C1=O	nt	-9
Cc1ccc(NC(=O)/C(=C\c2ccc3c(c2)OCO3)NC(=O)c2ccco2)cc1	nt	-32
CC(C)(C)OC(=O)NCCCC[C@H](NC(=O)c1[nH]cnc1C(=O)Nc1ccc(Cl)cc1)C(=O)OC(C)(C)C	nt	-11
COc1cccc(-c2nn(C)c3sc(C(=O)NCc4ccccn4)cc23)c1	-44	27
CC1Cc2ccccc2N1C(=O)CSc1nc2ccccc2n1CC(=O)N1CCOCC1 (stereo unspecified)	-19	-14
CC(C)C(NS(=O)(=O)c1cccs1)C(=O)NCCN1CCN(c2ccccc2)CC1 (stereo unspecified)	-17	11
COc1ccc2cc(CN(CCc3ccccc3)Cc3nnnn3Cc3ccco3)c(=O)[nH]c2c1	3	-8
COc1ccc(C2C(C(=O)N3CCOCC3)CCC(=O)N2c2cc(OC)c(OC)c(OC)c2)cc1 (stereo unspecified)	nt	7
O=C(c1cccs1)c1ccc(-c2cccs2)s1	-18	-5

Only part of the results is shown, so the mix of outcomes need not match the whole.
